14-3-3 PPI: modulators of human 14-3-3 gamma - Raf peptide interaction. 0.19% of 160,000 active. P61981. inhibition, % at 40 µM. FP, 14-3-3gamma / TMR-pS259-Raf peptide binding; in the data active = inhibition above about 30%;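 also: 0% = protein plus tracer without compound and 100% = blank with tracer alone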
Target sequence (P61981 whole entry, looked up): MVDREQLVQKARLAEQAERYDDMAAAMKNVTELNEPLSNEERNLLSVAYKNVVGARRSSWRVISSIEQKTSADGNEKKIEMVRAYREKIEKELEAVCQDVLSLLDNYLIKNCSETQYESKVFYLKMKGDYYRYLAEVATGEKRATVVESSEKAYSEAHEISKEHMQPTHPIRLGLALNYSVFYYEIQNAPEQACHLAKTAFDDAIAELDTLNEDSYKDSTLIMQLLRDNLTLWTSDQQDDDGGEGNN
An asterisk follows results filed as active; & = joins results of further samples.

compound	14-3-3 PPI
O=C(Nc1nc(-c2ccccc2)cs1)C1CCCO1 (stereo not given)	1.6
COc1ccc(Cl)cc1NC(=O)c1c(NCc2cccs2)sc2c1CCCC2	-129.8
O=C(CSc1nc(NCc2ccc(Cl)cc2)c2ccccc2n1)Nc1nccs1	-37.0
Cc1nc2c(ccc3nc(NC(=O)c4ccc(S(=O)(=O)N5CC(C)CC(C)C5)cc4)sc32)s1 (stereo not given)	-17.0
COc1ccc(OC)c(CNc2ccc3c(c2)nc(C)n3C)c1	-4.2
COc1cc2oc(=O)c(Br)c(C)c2c(OC)c1OC	-4.1
O=C(NC1CCCCC1)NC1(C(=O)NCCCN2CCOCC2)CCCCC1	-3.0
COC(=O)Cn1sc2c3c(ccc2c1=O)C(=O)c1ccccc1C3=O	-13.7
O=C(CC1Sc2ccccc2NC1=O)Nc1ccccc1Cl (stereo not given)	-1.5
COc1ccccc1N1CC(O)=C(c2nc3ccccc3s2)C1=N	1.4
COc1cc2[nH]c(=S)n(Cc3cccnc3)c(=O)c2cc1OC	-2.0
COc1ccccc1-c1coc2cc(OC(=O)c3ccccc3Cl)ccc2c1=O	-7.1
Cc1ccc(N(CC(=O)N2CCCCC2)S(=O)(=O)c2ccc(F)cc2)cc1	-0.9
Cc1cc(C)nc(SCc2ccc3nonc3c2)n1	-4.8
N#Cc1c(N)n(CCCN2CCOCC2)c2nc3ccccc3nc12	0.0
COc1ccc(C(=O)Nc2cccc(C)n2)cc1[N+](=O)[O-]	-17.4
CC(C)=CCC/C(C)=C/CC/C(C)=C/CSc1ccccc1C(=O)O	-5.4
CC(NS(=O)(=O)c1ccccc1)C(=O)O (stereo not given)	3.0
C=CCOC(=O)CCC(=O)Nc1cc(OC)nc(OC)n1	-8.8
O=S(=O)(c1ccc2nc(-c3ccco3)c(-c3ccco3)nc2c1)N1CCOCC1	-9.8
O=C(CSc1nnc(-c2cccc(Br)c2)n1-c1ccccc1)Nc1ccccc1F	-1.6
CN(C(=O)CCNC(=O)Cn1cnc2ccccc2c1=O)c1ccccc1F	6.1
O=c1[nH]c2cc3c(cc2cc1CN(Cc1nnnn1CC1CCCO1)C1CCCC1)OCO3 (stereo not given)	-0.7
CCCC(=O)C1=C(O)C(C(=O)OC)C(C)(C)CC1=N (stereo not given)	-15.9
Cc1cccc(NC(=O)Cn2c3ccccc3c(=O)c3ccccc32)n1	2.0
COc1ccc(-c2[nH]nc3c2C(c2ccc(OC(=O)N4CCOCC4)cc2)C(C#N)=C(N)O3)cc1 (stereo not given)	3.1
CCn1c(Cc2ccccc2)nnc1SCC(=O)Nc1nnc(-c2ccccc2)s1	3.6
COc1ccc(Cc2nnc(NC(=O)c3ccc(C(C)(C)C)cc3)s2)cc1OC	-4.9
CCC(C)NC(=O)CSC1=Nc2ccccc2C2=NC(CC(=O)NCc3ccccc3)C(=O)N12 (stereo not given)	-10.0
CC1CN(S(=O)(=O)c2cccc(C(=O)Nc3ccccc3)c2)CC(C)O1 (stereo not given)	-1.3
COc1cc(SC)ccc1C(=O)NCC1CCCO1 (stereo not given)	-0.9&-1.3
Cc1ccc2c(c1)nnn2C1CCN(CC(=O)Nc2ccc3c(c2)OCCO3)CC1	-8.3
CCN1C(=O)/C(=C2\SC(N3CCCCC3)=NC2=O)c2ccccc21	0.2
CCC(C)NC(=O)c1ccc(N2CCCCC2)c([N+](=O)[O-])c1 (stereo not given)	-5.5
C=CCSc1nnc2c(n1)OC(c1ccc3c(c1)OCO3)N(C(C)=O)c1ccccc1-2 (stereo not given)	-1.9
COc1ccc(Cl)cc1-n1c(C=Cc2cccc(OC)c2OC)nc2ccccc2c1=O	9.3
Cc1cccc(C)c1NC(=O)c1ccc(-n2cnnn2)cc1	-3.9
CCOc1ccc(C(NC(=O)c2ccc(F)cc2)c2ccc(OC)c(OC)c2)cc1 (stereo not given)	-1.1
CC(C)Cn1c(=O)c(C(=O)Nc2ccc(O)cc2)c(O)c2ccccc21	-4.7
Cc1ccccc1NC(=O)Cn1c(=O)sc2ccccc21	-1.9
Cc1cc(C)nc(N2C(=O)CC(C(C)c3ccccc3)C2=O)n1 (stereo not given)	1.0
COCCNC(=O)C1c2cc(OC)c(OC)cc2C(=O)N(C)C1c1ccc(OC)cc1 (stereo not given)	0.3
CCS(=O)(=O)N1CCC(c2nc(-c3ccc(C(F)(F)F)cc3)no2)CC1	0.0
COc1ccc(OC)c(C2N(Cc3ccc(C)cc3)CCCN2Cc2ccc(F)cc2)c1 (stereo not given)	4.7
CC1CCCCN1C(=O)C1CC(c2ccc(F)cc2)=NO1 (stereo not given)	-2.0
O=[N+]([O-])c1ccc(CC(O)c2ccc([N+](=O)[O-])cc2)cc1 (stereo not given)	0.1
Cc1ccc(C2CC(c3ccc(Br)cc3)=NN2S(C)(=O)=O)cc1 (stereo not given)	-320.6
O=C(c1c(F)c(F)c(F)c(F)c1F)N1CCc2ccccc21	-2.8
COCCOC(=O)C1=C(C)NC2=C(C(=O)CC(c3cccs3)C2)C1c1ccccc1F (stereo not given)	-12.7
Cn1cnnc1SCc1ccc(-c2ccc(Br)cc2)o1	-29.7
O=C(c1ccco1)N1CCN(C(=O)c2ccccc2OC(=O)C23CC4CC(CC(C4)C2)C3)CC1	-4.3
CC(CN1CCCCC1)OC(=O)c1ccc(Cl)cc1Cl (stereo not given)	-7.9
CCn1c(=S)[nH]c2scc(-c3ccccc3)c2c1=O	-11.1
COC(=O)C1=NN(c2ccc(OC)cc2)C2(Nc3ccccc3S2)S1 (stereo not given)	-10.6
CC1Cc2ccccc2N1S(=O)(=O)c1cccs1 (stereo not given)	-291.2
O=C(NCCc1ccc(Cl)cc1)C1CCN(S(=O)(=O)c2cccnc2)CC1	-4.6
Cc1c(C(=O)Nc2ccc3c(c2)OCO3)sc2ncn(Cc3cccc(F)c3)c(=O)c12	-19.3
O=C(CSc1nc(NCc2ccco2)c2ccccc2n1)c1ccccc1	-29.4
Cc1cc(Cl)ccc1OCC(=O)Nc1ccc2c(c1)C(=O)c1ccccc1C2=O	-30.6
CC(C)c1ccc(S(=O)(=O)N2CCN(CC(=O)Nc3ccc4c(c3)OCO4)CC2)cc1	-9.5

(continued)
compound	14-3-3 PPI
COCc1cc(C)nc(SCC(=O)Nc2cccc(C)c2C)c1C#N	-0.9&-16.8
CN(C1CCCCC1)S(=O)(=O)c1ccc2c(c1)N(CC(=O)NCc1ccccc1Cl)C(=O)CS2	-4.6
O=C(CN1C(=O)CSc2ccc(S(=O)(=O)N3CCCCCC3)cc21)NC1CCCC1	-3.4
NC1=NC(c2ccccc2)(c2ccccc2)C(=O)N1	-1.6
Cc1ccc2c(=O)c(C3NC(C(=O)O)Cc4c3[nH]c3ccccc43)coc2c1 (stereo not given)	-77.4
COc1ccc(CN2CCN(c3cccc(C)c3C)CC2)cc1OC	-0.8
CCOC(=O)CCC(=O)NCc1ccc2c(c1)cc(C)n2C	0.3
CCOc1ccc(NS(=O)(=O)c2cc(Br)cc3c2N(C(=O)CC)CC3)cc1	-8.6
COc1cc(C=Cc2cc(C(F)(F)F)[nH]c(=O)n2)cc(Cl)c1OC	-2.3
CCC(=O)c1ccc(OCC(O)CN(C)C2CCCCC2)cc1 (stereo not given)	-4.3
O=C1C(=O)N(c2nc3ccccc3s2)C(c2ccc(O)cc2)/C1=C(\O)c1ccc(Cl)cc1 (stereo not given)	-18.4
O=C(CCN1CCCCCC1)Nc1cccc(Cl)c1	-5.0&-7.4
CCOC(=O)N1CCC(N2Cc3cccc(C(=O)NC(C)c4ccc5c(c4)OCCO5)c3C2=O)CC1 (stereo not given)	0.5
COc1ccc(C(=O)Nc2ccc3nn(-c4ccc(OC)c(Cl)c4)nc3c2)cc1	-20.0
CC(=O)c1cc2c(cc1NC(=O)CCCC(=O)O)OCO2	3.8
O=[N+]([O-])c1cccc(C2CC(c3cccs3)=Nc3ccccc3S2)c1 (stereo not given)	15.9
CCC(=O)OCCn1c(Br)nc2c1c(=O)[nH]c(=O)n2C	-6.9
CCn1c(N=Cc2ccc(OCCC(C)C)cc2)nc2ccccc21	-4.8
CCC1(CC)Cc2ccccc2-c2nc3[nH][nH]c(=S)n3c(=O)c21	-6.3
Cc1ccc(-n2nc(C(=O)Nc3cccc(C)n3)c3c4ccccc4n(C)c3c2=O)cc1	-14.8
Cc1ccc(N=c2c([N+](=O)[O-])nn(-c3ccc4c(c3)OCCO4)n2O)cc1F	-2.4
Cn1c(NCc2c(O)ccc3ccccc23)nc2ccccc21	12.2
Cc1ccc(NC(=O)c2ccc(C#N)cc2)cc1	1.2
O=c1c2c(nc(SCc3cccc(C(F)(F)F)c3)n1-c1ccc(Br)cc1)CCS2	-1.9
CCC(=O)N1CCN(c2nc(-c3ccccc3)c3c(c2C#N)CCCC3)CC1	-1.7
COCCn1c(=O)[nH]c2cc(C(=O)N3CCN(c4ccc(F)cc4)CC3)ccc2c1=O	-6.0
CC(=O)N1CCC2(CC1)CC(=O)c1cc(OCC(=O)NCc3ccco3)ccc1O2	1.5&-5.1
O=C(c1cccn2c(=O)c3ccccc3nc12)N1CCN(c2ccccc2F)CC1	2.0
COc1ccc(C2=NC(c3ccc(F)cc3)NC(c3ccccc3O)C2)cc1OC (stereo not given)	-3.5
O=c1cc(CSc2ccc(Cl)cc2)nc(N2CCCCC2)[nH]1	1.7
Cc1cc(C(=O)Nc2ccc(N(C)C)cc2)c(C)o1	-32.4
CS(=O)(=O)N(CC(=O)NCc1ccco1)c1ccc2c(c1)OCO2	-4.6
Cc1nnc(NC(=O)CCCN2C(=O)c3ccccc3C2=O)s1	-3.6
CCOc1ccc(S(=O)(=O)n2nc(C)cc2C)c2ccccc12	5.2&-2.8
COc1cc2nc(COc3ccccc3)oc(=O)c2cc1OC	-5.5
CCNC(=O)CC1C(=O)N(c2ccccc2)C(=O)N1CCC(C)C (stereo not given)	-4.5

Compounds above that have a COOH group (4):
compound	14-3-3 PPI
CC(C)=CCC/C(C)=C/CC/C(C)=C/CSc1ccccc1C(=O)O	-5.4
CC(NS(=O)(=O)c1ccccc1)C(=O)O (stereo not given)	3.0
Cc1ccc2c(=O)c(C3NC(C(=O)O)Cc4c3[nH]c3ccccc43)coc2c1 (stereo not given)	-77.4
CC(=O)c1cc2c(cc1NC(=O)CCCC(=O)O)OCO2	3.8

(more compounds)
compound	14-3-3 PPI
CC(C)C(=O)Nc1cccc(C(=O)Nc2nncs2)c1	-1.7
Cc1[nH]c2c(ccc3ccccc32)c(=O)c1CN1CCCCC1C (stereo not given)	-10.3
O=C(CCn1c(=S)oc2ccccc21)NCc1ccccn1	5.4
CCN(CC)S(=O)(=O)c1ccc(Cl)c(C(=O)OCc2ccco2)c1	-0.3
c1ccc2c(c1)C(=Nn1cnnc1)c1ccccc1-2	-7.7
CC(C)(C)n1nc2c(c1NC(=O)c1ccc(F)cc1)CSC2	-2.8
CN(C)CCOC(=O)CCc1ccccc1	-5.5
c1ccc(C2CC(c3ccccc3)n3ncnc3N2)cc1 (stereo not given)	-0.3&-3.2
O=C(NCCc1ccccc1)C1c2ccccc2C(=O)N1CCc1ccccc1 (stereo not given)	0.3
COc1cccc(-n2c(=O)c3sccc3n(CC(=O)NCC3CCCO3)c2=O)c1 (stereo not given)	2.3
Cc1ccc(S(=O)(=O)N(C)Cc2nc(-c3ccc(Br)cc3)no2)cc1	-5.1
O=C(Nc1nc2ccccc2n1CCN1CCOCC1)C1CCCCC1	3.0
Clc1ccc(-c2csc(=Nc3ccccc3)n2CCCN2CCOCC2)cc1	3.2
CCN(CC)CC(=O)Nc1ccc(-c2nc3cc(NC(=O)CN(CC)CC)ccc3o2)cc1	-12.5
O=C(CN1CCN(S(=O)(=O)c2cccc([N+](=O)[O-])c2)CC1)Nc1cc(C(F)(F)F)ccc1Cl	-1.6
O=C(CCN1C(=O)c2ccccc2C1=O)Nc1nccs1	-2.3
CCOc1ccc(S(=O)(=O)Nc2ccc(OC)c(Cl)c2)c2cccnc12	-17.1
O=C1c2[nH]nc(-c3ccccc3O)c2C(c2ccccc2F)N1Cc1ccco1 (stereo not given)	2.7
CCOC(=O)N1CCC(NC(=O)C2CCCN(S(=O)(=O)c3cccc4nsnc34)C2)CC1 (stereo not given)	0.0
CC(=O)NC1C(=O)SC1(C)C (stereo not given)	-3.6
COc1cc(OC)cc(C(=O)Nc2ccc(S(=O)(=O)Nc3nccc(C)n3)cc2)c1	-6.3
CCOC(=O)C1=C(C)NC2=C(C(=O)CCC2)C1c1ccccc1Cl (stereo not given)	-1.7
CCNc1nc(NCc2ccccc2)nc(Oc2ccc(=O)[nH]n2)n1	-4.9
Cc1ccc(Oc2ccc3c(c2)C(=O)N(c2cccc4ncccc24)C3=O)cc1C	0.9
COc1cc(Br)c(C2Nc3ccccc3NC3=C2C(=O)CC(c2cccs2)C3)cc1OC (stereo not given)	-9.7
COc1ccc(-c2cn3cccnc3n2)cc1	-4.2
COc1ccc(OC)c(S(=O)(=O)N2c3ccccc3CC2C)c1 (stereo not given)	-2.8
CCOC(=O)c1cnc2c(C)cc(Cl)cc2c1Nc1ccc(OC)cc1	-2.6
Cc1ccc2nsnc2c1S(=O)(=O)N1CCOCC1	-2.8
CCCCCN1C2=C(C(=O)CC(C)(C)C2)C(c2cccc(Cl)c2)C2=C1CC(C)(C)CC2=O	2.1
CN(C)S(=O)(=O)c1ccc(C(=O)N=c2sc3cc(S(C)(=O)=O)ccc3n2C)cc1	4.8
O=C(Nc1cccc(Cl)c1)c1ccc(F)c(S(=O)(=O)N2CCCc3ccccc32)c1	-8.2
Cc1ccc(-n2c(C)cc(C)c(C#N)c2=O)cc1	-5.6
CCn1cc(C(=O)NCCCN2CCCCCC2)c2cc(OC)c(OC)cc2c1=O	-6.2

Not all compounds are listed; rates above refer to the full screens.
